# Screening results from PubChem BioAssay.
# EBI2 block: antagonists of human EBI2 receptor; P32249; EBI2 beta-arrestin recruitment, luminescence, 7a,25-OHC stimulated; inhibition, % at 5 µM; 360,000 tested, 0.81% active; in the data active = inhibition above about 38%;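 also: enzyme fragment complementation signal reports receptor beta-arrestin coupling in cells; 0% = agonist plus DMSO wells and 100% = wells without agonist; some results beyond the cut were filed as inactive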
# Target sequence (P32249 whole entry, looked up, the tested form may be a part): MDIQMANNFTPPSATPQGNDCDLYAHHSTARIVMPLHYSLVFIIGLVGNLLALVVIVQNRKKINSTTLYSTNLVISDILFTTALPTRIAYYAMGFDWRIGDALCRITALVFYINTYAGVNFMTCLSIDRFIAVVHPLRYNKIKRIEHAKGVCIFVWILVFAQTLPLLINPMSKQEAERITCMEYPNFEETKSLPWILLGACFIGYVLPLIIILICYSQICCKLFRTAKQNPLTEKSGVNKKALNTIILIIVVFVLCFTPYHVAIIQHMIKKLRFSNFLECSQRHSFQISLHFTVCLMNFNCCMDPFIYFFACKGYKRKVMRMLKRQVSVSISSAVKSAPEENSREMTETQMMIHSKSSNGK
# Gli-Sufu block: antagonists of Gli-Sufu signaling | Sufu-KO-LIGHT fibroblasts, Gli luciferase reporter luminescence | inhibition, % at 5 µM | 340,000 tested, 0.74% active;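 active = inhibition above about 55%, limit read from the data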;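 also: 0% = DMSO-treated cells and 100% = wells with medium but no cells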
# GRIN3A LBD mod: modulators (binders) of human NR3A ligand-binding domain | NR3A LBD differential scanning fluorimetry, Tm shift; 0% = protein alone, 100% = glycine-bound protein | 340,000 tested, 2.5% active | Tm shift relative to glycine control, % at 25 µM;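 active = melting temperature shift of at least 10% of the positive control shift, at one fixed dose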
# MPTP inh: blocks calcium-induced mitochondrial swelling. 360,000 tested, 1.4% active. isolated mouse mitochondria, Ca2+ swelling absorbance, 30 min. inhibition, % at 10 µM;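 active = inhibition of 50% or more, scaled per plate between neutral and stimulator controls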;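 also: 0% = DMSO wells given calcium and 100% = 1 mM EGTA wells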
# A3G deaminase: APOBEC3G (human) deaminase inhibition. recombinant A3G, ssDNA deamination FAM/TAMRA fluorescence. inhibition, % at 20 µM. 330,000 tested, 0.28% active. Q9HC16;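 active = inhibition of at least 40% at 20 µM, with no more than 30% in the related APOBEC3A deaminase screen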;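 also: plate controls were DMSO wells with A3G for no effect and wells lacking A3G enzyme for full effect; some compounds called inactive have numbers as strong as hits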
# A3A deaminase: inhibitors of human APOBEC3A DNA deaminase | 330,000 tested, 0.41% active | AID 493011 | recombinant A3A, FAM/TAMRA ssDNA deamination fluorescence | inhibition, % at 20 µM;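 active = at least 40% inhibition at 20 µM here, with at most 30% in a related deaminase screen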;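 also: plate controls were A3A with DMSO for no effect and wells lacking A3A enzyme for full effect; some results filed as inactive read as strong as hits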
# Target sequence (P31941 whole entry, looked up): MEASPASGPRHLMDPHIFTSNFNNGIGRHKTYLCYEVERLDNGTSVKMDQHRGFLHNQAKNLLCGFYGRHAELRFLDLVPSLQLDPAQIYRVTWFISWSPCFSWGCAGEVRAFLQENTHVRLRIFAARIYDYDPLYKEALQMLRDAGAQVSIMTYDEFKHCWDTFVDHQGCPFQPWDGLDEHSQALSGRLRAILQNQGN
# CCR6 antagonist: antagonists of human CCR6 receptor; P51684; CHO-K1 CCR6 PathHunter beta-arrestin, luminescence, CCL20-stimulated; inhibition, % at 20 µM; 340,000 tested, 0.49% active;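 active = compounds whose inhibition of the agonist-driven luminescence signal at 20 µM reaches about 50%, limit read from the data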;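 also: cells stimulated with CCL20 at 14 nM final; plate controls were DMSO with CCL20 for no effect and DMSO without agonist for full effect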
# Target sequence (P51684 whole entry, looked up): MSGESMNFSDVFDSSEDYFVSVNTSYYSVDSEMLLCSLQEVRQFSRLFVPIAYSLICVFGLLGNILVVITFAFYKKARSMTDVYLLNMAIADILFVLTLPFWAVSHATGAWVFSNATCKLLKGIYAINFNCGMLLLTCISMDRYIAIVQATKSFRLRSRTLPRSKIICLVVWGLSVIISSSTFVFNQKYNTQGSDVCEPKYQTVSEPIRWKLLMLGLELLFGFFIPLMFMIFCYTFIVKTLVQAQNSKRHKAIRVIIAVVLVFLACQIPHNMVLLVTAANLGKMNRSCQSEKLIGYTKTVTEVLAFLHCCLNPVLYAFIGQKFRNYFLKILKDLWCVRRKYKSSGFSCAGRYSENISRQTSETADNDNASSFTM
# CXCR6 block: blocks human CXCR6 beta-arrestin recruitment | AID 602244 | CHO-K1 PathHunter CXCR6 beta-arrestin, luminescence | inhibition, % at 20 µM | 360,000 tested, 0.36% active | O00574; in the data active = inhibition above about 34%, passing the limit was not always enough;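 also: antagonist mode with CXCL16 agonist at 10 nM final; 0% = 10 nM CXCL16 with DMSO and 100% = unstimulated wells without agonist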
# An asterisk follows results filed as active; . = not tested or not shown.
SMILES,EBI2 block,Gli-Sufu block,GRIN3A LBD mod,MPTP inh,A3G deaminase,A3A deaminase,CCR6 antagonist,CXCR6 block
COc1ccc(C(C)C)cc1S(=O)(=O)N1CC(C)OC(C)C1 (stereo not given),-3,5,0,0.8,-11,-6,3,-4
CC(=O)N[C@@H](Cc1c[nH]c2ccccc12)C(=O)OCC(=O)Nc1ccc(S(=O)(=O)N(C)C)cc1,-11,0,-2,-0.9,-4,2,6,1
COc1ccc([C@@H]2CC=C(C(=O)O)[C@H](c3ccccc3F)N2S(=O)(=O)c2ccc(C)cc2)cc1OC,-5,2,-1,-2.3,-7,1,2,-6
O=S(=O)(CCN1CCOCC1)c1ccc(OC(F)(F)F)cc1,11,4,5,-0.4,-6,-5,7,1
O=C(N/N=C/c1ccco1)c1ccn[nH]1,2,4,-2,-1.6,-9,5,-5,13
O=S(=O)(Nc1nc(-c2ccccc2)cs1)c1cccc(C(F)(F)F)c1,-7,18,7,9.4,-3,-1,13,-8
O=C(C1CCCN(Cc2ccccc2F)C1)N1CCc2ccccc2C1 (stereo not given),0,-6,-1,1.0,-2,4,10,6
COC(=O)[C@@H]1C[C@@]2(O)[C@@H](O)[C@@H](O)[C@@H](O)C[C@H]2N1Cc1ccc(-c2ccccc2)cc1,1,0,-5,0.3,-8,-4,-2,-8
Cc1ccc(CNC(=O)C(=O)NCCC2CCCCN2S(=O)(=O)c2cccs2)cc1 (stereo not given),19,8,-2,-0.5,-2,-2,19,11
O=C(Nc1cccc(S(=O)(=O)N2CCCCC2)c1)C1CC1,-6,1,-2,0.8,-2,2,12,12
Cc1ccc(C2(c3ccc(C)cc3)CC2C(=O)NCc2cccnc2)cc1 (stereo not given),20,-28,-4,0.9,-17,1,0,-5
Cc1ccnc(Nc2nc(-c3ccc(O)c(O)c3)cs2)c1,1,7,39*,6.2,7,-5,0,-17
O=C(O)c1cccc2c1C(=O)c1ccc(N3CCCCC3)cc1S2(=O)=O,-6,-6,-1,-1.8,-10,-4,20,2
Cc1nnc(SC(C)C(=O)N(C)C2CCCCC2)n1N (stereo not given),-3,-11,2,-1.1,-2,11,13,5
CCC1CCCCN1C(=O)c1nn2cccnc2c1Cl (stereo not given),-26,7,-7,-0.2,-5,-4,-4,-4
COc1ccc(CCNC(=O)C2CCCN(S(=O)(=O)c3cc(C)ccc3OC)C2)cc1OC (stereo not given),-6,5,-2,-1.7,-5,-2,13,-7
CC(=O)c1ccccc1C(=O)N1CCCC(C(=O)c2ccc(C(F)(F)F)cc2)C1 (stereo not given),0,-31,1,12,4,5,12,-4
CC(C)OC(=O)Nc1ccc2c(c1)N(C(=O)N1CCN(C)CC1)c1ccccc1CC2,-1,-27,0,0.0,-5,-1,3,3
CCOC(CNC(=O)C(=O)Nc1cc2c3c(c1)CC(=O)N3CCC2)OCC,-7,1,2,-0.8,4,8,22,-4
CSc1nc(C)nc2c1c(=O)n(C)c(=O)n2C,-8,-3,2,-1.8,-3,-5,-7,-1
CCCC(=O)N(c1ccc2oc(C)c(C(C)=O)c2c1)S(=O)(=O)c1ccc(C(=O)O)cc1,-2,-4,-1,-1.3,-3,0,6,-2
COC(=O)c1cc(=O)n2c(-c3ccccc3)csc2n1,2,3,2,-0.8,-2,0,9,0
O=C(CSc1ccc2nnc(-c3ccc(Cl)cc3)n2n1)N1CCc2ccccc21,14,10,0,-1.9,-7,-3,4,3
Cc1ccc2c(CC(=O)OCc3csc(C)n3)coc2c1,2,6,1,-1.0,-5,-3,-3,-4
COCCCNC(=O)c1ccccc1-c1cc(C)no1,0,-1,1,0.8,-4,-1,-3,-6
# More results:
SMILES,EBI2 block,Gli-Sufu block,GRIN3A LBD mod,MPTP inh,A3G deaminase,A3A deaminase,CCR6 antagonist,CXCR6 block
Cc1ccc(-n2nnnc2CNC(=O)c2ccc(Br)o2)cc1C,5,-2,-6,-0.5,-3,-1,0,-5
O=C(O)CCCN1C(=O)C2C3C=CC(C2C1=O)C1C(=O)N(CCCC(=O)O)C(=O)C31 (stereo not given),-5,-24,1,-0.1,-5,-7,2,-5
O=C(CNC(=O)c1ccc(Br)cc1)NCC(=O)OCc1ccc(Cl)cc1,-6,-8,-2,-1.0,-6,-1,8,7
OCC1(CC2CCCCO2)CCN(Cc2ccccc2-c2ccco2)CC1 (stereo not given),-9,8,2,0.1,-4,1,15,7
CC(C)n1cc(CN2CCC(C(=O)Nc3cccc(-c4cscn4)c3)CC2)cn1,1,19,-1,-0.9,-6,-4,11,-2
FC(F)(F)C12CC(c3ccccc3)=NCCN1CCN2 (stereo not given),7,26,-2,-0.7,-8,-4,-11,-6
CS(=O)(=O)N(CC(N)=O)c1ccc2c(c1)OCO2,10,10,1,2.5,-9,-3,-18,0
COCCNc1nc2c(c(=O)n(C)c(=O)n2C)n1Cc1cccc(C)c1,-4,61*,2,3.8,-3,-4,7,0
CN1CCN(S(=O)(=O)c2ccc(NC(=O)c3ccc([N+](=O)[O-])cc3)cc2)CC1,5,-4,0,-1.0,-9,-7,3,-11
O=S(=O)(c1ccc(F)cc1)N1CCN(c2nc(-c3ccc(F)cc3)cs2)CC1,24,8,.,1.1,-2,-3,14,-1
CC(C)Oc1ccc(Cl)cc1Nc1nc(NCCO)nc(N2CCCC2)n1,10,-4,-3,1.1,-10,-4,-18,-1
CCC(=O)c1ccc(OCC(=O)OCC(=O)N2CCN(c3ccc(OC)cc3)CC2)cc1,5,-10,-2,-0.9,-12,-5,-3,-15
Cc1cc(=O)c2c(C)ccc(C)c2[nH]1,0,0,9,-0.3,-5,-3,-1,1
CCOCC(=O)Nc1ccc(C)c(Cl)c1,1,-3,-4,-1.9,0,1,7,6
Cc1occc1C(=O)NC(C)C(C)(C)C (stereo not given),0,-16,0,-1.3,0,1,7,-1
CN(C)c1ccc(/C=N/NC(=O)c2nnn(-c3nonc3N)c2CN(C)c2ccccc2)cc1,4,-11,15*,1.2,-6,-8,6,7
CC1(C)CC(c2csc(N)n2)CCO1 (stereo not given),0,-4,0,2.4,-1,-8,12,4
CNC(=O)c1c(Cl)cnn1-c1ccc(F)cc1,4,-36,0,-0.4,-2,2,-11,0
CN1CC(=O)N(CC(=O)N2N=C(c3ccc(Cl)cc3)CC2c2ccco2)C1=O (stereo not given),-6,.,-1,-1.6,-4,3,-5,1
CC(C)(C)c1ccc(C(=O)N/N=C/c2cccc(Cl)c2)cc1,37,-64,-7,81*,-1,2,4,-16
FC(F)(F)c1ccc(N2CCOCC2)c(NC2=NCCCCC2)c1,6,2,3,1.5,-1,4,5,2
Cc1ccc(NC(=O)COC(=O)CCc2ccccc2)c(Cl)c1,4,-31,0,-1.2,-3,-1,8,1
COc1ccc(CNS(=O)(=O)NCc2ccc(C)cc2)cc1,1,-32,2,0.0,-6,0,3,-5
CCC1=C2CC[C@H]3C(=O)N(CC(=O)OC)C(=O)[C@H]3[C@H]2[C@@]2(C)C(=NCC(=O)OC)OC(=O)N2C1=O,-3,-5,1,-1.6,-5,-1,10,7
CSCCCc1cn([C@@H](CO)C(=O)NCCCCCCCCCCC(=O)N2CCNCC2)nn1,-6,-7,-3,-1.1,0,0,-9,-2

# 2 compounds picked at random from those above:
SMILES,EBI2 block,Gli-Sufu block,GRIN3A LBD mod,MPTP inh,A3G deaminase,A3A deaminase,CCR6 antagonist,CXCR6 block
CC1(C)CC(c2csc(N)n2)CCO1 (stereo not given),0,-4,0,2.4,-1,-8,12,4
O=C(O)CCCN1C(=O)C2C3C=CC(C2C1=O)C1C(=O)N(CCCC(=O)O)C(=O)C31 (stereo not given),-5,-24,1,-0.1,-5,-7,2,-5

# (more compounds)
SMILES,EBI2 block,Gli-Sufu block,GRIN3A LBD mod,MPTP inh,A3G deaminase,A3A deaminase,CCR6 antagonist,CXCR6 block
Cc1cc(=O)n(-c2ccc(C(=O)O)cc2)[nH]1,-14,-2,-6,-0.6,1,7,12,13
CC(=O)Nc1nn(C)c2nc3cc(C)ccc3cc12,-2,1,0,-1.8,-4,0,36,-2
COc1ccc(-c2nnn(CC(=O)N3CCOCC3)n2)cc1,-1,1,1,-0.1,-2,1,3,-9
O=C(C1CCCN(S(=O)(=O)c2ccc(F)cc2)C1)N1CCCCCC1 (stereo not given),0,-5,-2,1.2,-6,-4,6,3
COc1cc(-c2nc(N)n[nH]2)cc(OC)c1OC,-2,4,1,-3.3,-7,-1,3,-2
Cc1ccc(CNC(=O)CN2C(=O)c3ccccc3S2(=O)=O)cc1,-6,19,2,-1.4,-13,-5,4,1
Oc1cccc(-c2nc3ccc4ccccc4c3c3c2CCC3)c1,-12,9,12*,-2.5,0,0,-5,-4
COCc1cc(=O)[nH]c2cc(NC(=O)c3cccc(OC)c3)c(C)cc12,-3,1,1,-0.8,-12,3,0,-2
O=C(CNC(=O)c1cccc(Cl)c1)N/N=C/c1cccnc1,-1,5,0,1.7,-4,6,1,-1
CCOC(=O)C1CCN(Cc2ccc(O)c(OC)c2)CC1,1,2,3,-1.1,-5,-1,-1,1
Cc1ccccc1CNC(=O)c1ccc(CSCc2ccccc2)cc1,21,9,0,-3.9,8,0,4,17
CCOC(=O)c1ccc(NC(=O)N2CCN(S(C)(=O)=O)CC2)cc1,-2,-4,1,0.0,-7,-7,1,9
COc1cc([N+](=O)[O-])ccc1-c1ccc(C(=O)Nc2ccc(NC(C)=O)cc2)o1,-8,3,-5,0.7,.,.,-7,-4
CC(NCCOc1ccccc1F)C(=O)Nc1ccc(S(N)(=O)=O)cc1 (stereo not given),-5,0,5,0.2,-16,-3,3,-3
Cc1cc(OCC(=O)Nc2ccccc2N2CCOCC2)c(C(C)C)cc1Cl,14,14,1,0.3,-14,-2,19,7
O=C(NCC12CC3CC(CC(C3)C1)C2)c1nn2cccnc2c1Cl,-28,1,-2,-2.4,-5,1,5,0
COc1ccccc1-n1c(C)nnc1SCC(=O)NCc1ccccc1,4,-6,1,0.1,-7,-4,19,-5
CC1CCN(C(=O)C2CCCN(c3ncnc4c3nc3n4CCCCC3)C2)CC1 (stereo not given),5,30,-1,-0.1,-4,-2,12,2
CN(C)S(=O)(=O)c1ccc(/C(O)=C2/C(=O)C(=O)N(Cc3cccnc3)C2c2ccco2)cc1 (stereo not given),-1,0,2,-4.0,-8,0,10,-4
O=C1Nc2ccc(Br)cc2/C1=C/C(=O)c1ccc2c(c1)OCO2,85*,6,0,-3.7,-3,0,40,23
Oc1c(C(c2cccc(F)c2)N2CCN(Cc3ccccc3)CC2)sc2ncnn12 (stereo not given),-1,10,-3,0.1,5,3,9,-5
CC(OC(=O)c1snc(C(=O)NC2CCCCC2)c1N)C(=O)NC(C)(C)C (stereo not given),-13,4,-1,35,1,0,11,-3
O=C1NC(=O)/C(=C/c2ccc(-c3cc(C(=O)O)ccc3Cl)o2)S1,-6,0,-5,0.0,14,39,8,2
O=C(Nc1ccc(F)cc1)c1ccc2nsnc2c1,0,-15,0,0.5,-5,0,3,8
COc1ccc(C2CC(=O)c3sc(NC(C)=O)nc3C2)cc1 (stereo not given),13,26,1,-1.1,2,1,2,3
# (further entries)
SMILES,EBI2 block,Gli-Sufu block,GRIN3A LBD mod,MPTP inh,A3G deaminase,A3A deaminase,CCR6 antagonist,CXCR6 block
Fc1ccc(-c2cc(C(F)(F)F)nc(NCc3cccs3)n2)cc1,10,-5,-11,6.1,-4,-6,27,1
CCN(CC)c1ccc(/C=N/NS(=O)(=O)c2cccc([N+](=O)[O-])c2)cc1,2,-10,-1,5.3,-3,-1,14,6
COC/C=C/C1=CC2=CC(=O)C(C)(OC(=O)c3cnc4ccccc4n3)C(=O)C2=CN1CCOC (stereo not given),1,-5,2,-1.2,-7,-3,-18,-18
CC[C@]12c3[nH]c4ccc(OC)cc4c3CCN1C(=O)C(CC(=O)NCCN1CCOCC1)C[C@@H]2C(=O)N1CCN(C(=O)c2ccco2)CC1 (stereo not given in full),3,-7,-1,-0.1,0,2,6,-6
CC(=O)Nc1ccc(NC(=O)c2cc(=O)c3cc(C)c(C)cc3o2)cc1,-6,-15,12*,2.6,-9,-1,1,2
Cc1ccc(S(=O)(=O)N2CCN(CC(=O)N/N=C/c3ccc(C)o3)CC2)cc1,16,0,32*,-2.9,3,-1,7,4

# No enrichment for hits; any-hit rate near 5.8%.
